BioA inh – M. tuberculosis BioA enzyme inhibitors, primary screen, biochemical, plate reader, single point, HTS; inhibition, % at 9.99 µM; AID 602481, 2012; purified M. tuberculosis BioA enzyme; actives 0.096% (n = 360,000); 7,8-diaminopelargonic acid synthase BioA (Mycobacterium tuberculosis); in the data active = inhibition above about 40%
Rv3671c inh – Rv3671c serine protease inhibitors, primary screen, biochemical, fluorescence polarization, M. tuberculosis H37Rv; actives 0.048% (n = 320,000); P9WHR9; AID 2606, 2010; inhibition, % at 5.96 µM; in the data active = inhibition above about 38%;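 also: extracellular domain of Rv3671c used as enzyme; 0% = enzyme with DMSO and 100% = no enzyme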
Target sequence (P9WHR9 whole entry, looked up, the tested form may be a part): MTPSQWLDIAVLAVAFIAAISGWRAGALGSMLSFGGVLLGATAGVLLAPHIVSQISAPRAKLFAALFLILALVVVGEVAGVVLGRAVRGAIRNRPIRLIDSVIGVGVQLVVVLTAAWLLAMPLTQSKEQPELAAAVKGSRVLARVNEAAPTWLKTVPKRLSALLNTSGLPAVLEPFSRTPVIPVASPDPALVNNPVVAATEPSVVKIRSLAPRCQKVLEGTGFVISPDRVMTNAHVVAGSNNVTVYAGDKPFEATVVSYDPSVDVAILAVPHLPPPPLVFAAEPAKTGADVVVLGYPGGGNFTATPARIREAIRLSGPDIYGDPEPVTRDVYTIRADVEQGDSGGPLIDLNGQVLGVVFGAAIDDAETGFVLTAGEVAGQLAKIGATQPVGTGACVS
SSB-PriA inh – inhibitors of Klebsiella pneumoniae PriA binding to SSB C-terminal tail, primary screen, biochemical, AlphaScreen; inhibition, % at 33 µM; actives 0.6% (n = 430,000); AID 1272365, 2023; AlphaScreen SSBct-PriA binding, biotinylated peptide; PriA–SSB C-terminal tail interaction (Klebsiella pneumoniae); in the data active = inhibition mostly above about 37%, no sharp cut-off; inactive = mostly below about 20%;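 also: plate controls were negative control peptide for no effect and reference peptide for full effect; strong numbers were not always called active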
VHR inh abs – VHR1 phosphatase inhibitors, primary screen, biochemical, absorbance, uHTS | actives 0.52% (n = 290,000) | inhibition, % at 13.3 µM | recombinant VHR phosphatase, pNPP absorbance | AID 1654, 2009 | Dual specificity protein phosphatase 3 (Homo sapiens), P51452; in the data active = inhibition above about 50%; also: some compounds called inactive have numbers as strong as hits
Target sequence (P51452 whole entry, looked up): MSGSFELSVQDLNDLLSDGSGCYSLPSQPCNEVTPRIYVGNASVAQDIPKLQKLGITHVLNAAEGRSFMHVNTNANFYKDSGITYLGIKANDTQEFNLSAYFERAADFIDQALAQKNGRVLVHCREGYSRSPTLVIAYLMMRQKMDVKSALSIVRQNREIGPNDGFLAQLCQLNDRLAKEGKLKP
3CLpro inhibitor – SARS-CoV 3CLpro protease inhibitors, primary screen, biochemical, quenched FRET; recombinant SARS-CoV 3CLpro, quenched FRET peptide cleavage; inhibition, % at 6 µM; actives 0.14% (n = 290,000); AID 1706, 2009; in the data active = inhibition above about 12%
Vc quorum ag – inducers of Vibrio cholerae quorum light production without autoinducers, primary screen, BH1578 luxS cqsA deficient, single point. V. cholerae BH1578 lux reporter, luminescence, 6 h. actives 0.16% (n = 350,000). activation, % at 18.7 µM. AID 588436, 2011; in the data active = activation mostly above about 9.7%, no sharp cut-off; also: not every result past the cut was called active; inactives centre near 0; reference of the scale not given here
GDH-TPI inh – GDH-TPI coupling enzyme inhibitors, primary screen, artefact control for M. tuberculosis FBA inhibitor project, biochemical, absorbance, full deck | GDH-TPI coupled enzyme counterscreen, NADH absorbance | inhibition, % at 4.8 µM | actives 1.2% (n = 360,000); in the data active = inhibition above about 30%;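 also: 0% = DMSO wells and 100% = wells lacking the enzyme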
MazF activator – activators of E. coli MazEF toxin-antitoxin RNase, primary screen, biochemical, fluorescence, uHTS; activation, % at 20 µM; AID 504720, 2011; Endoribonuclease toxin MazF (Escherichia coli (strain K12)), P0AE70; actives 0.32% (n = 350,000); FAM/BHQ RNA-DNA oligo cleavage fluorescence, 5 h; in the data active = activation above about 50%
Target sequence (P0AE70 whole entry, looked up): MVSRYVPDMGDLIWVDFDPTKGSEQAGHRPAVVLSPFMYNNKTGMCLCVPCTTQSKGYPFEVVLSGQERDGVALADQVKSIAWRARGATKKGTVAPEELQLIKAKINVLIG
UGM FP inh – M. tuberculosis UGM enzyme inhibitors, primary screen, biochemical, fluorescence polarization, single point | actives 0.06% (n = 320,000) | purified UGM, fluorescence polarization probe displacement | AID 504406, 2011 | inhibition, % at 10 µM | UDP-galactopyranose mutase (Mycobacterium tuberculosis (strain ATCC 25618 / H37Rv)), …; in the data active = inhibition above about 10%, passing the limit was not always enough
Mtb FBA inh – Mtb FBA enzyme inhibitors, primary screen, biochemical, fluorescence, strain H37Rv; actives 2.3% (n = 360,000); purified M. tuberculosis FBA, fluorescence read-out; inhibition, % at 1 µM; Fructose-bisphosphate aldolase (Mycobacterium tuberculosis (strain ATCC 25618 / H37Rv)), …; AID 588726, 2011; in the data active = inhibition above about 27%;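 also: 0% = vehicle and 100% = reference inhibitor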
Target sequence (P9WQA3 whole entry, looked up): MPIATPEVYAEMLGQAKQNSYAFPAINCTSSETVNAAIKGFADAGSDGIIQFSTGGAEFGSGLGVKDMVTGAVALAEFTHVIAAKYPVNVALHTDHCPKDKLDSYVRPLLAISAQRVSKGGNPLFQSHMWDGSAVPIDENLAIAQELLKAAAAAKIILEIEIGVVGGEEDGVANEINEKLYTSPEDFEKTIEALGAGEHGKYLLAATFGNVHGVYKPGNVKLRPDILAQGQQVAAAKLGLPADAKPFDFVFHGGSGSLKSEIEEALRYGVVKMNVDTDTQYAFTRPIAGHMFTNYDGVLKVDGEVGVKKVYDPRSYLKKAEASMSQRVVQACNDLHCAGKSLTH
Starred values were filed as active, the others as inactive; i = inactive; . = not tested or not shown; + = active, no number; & = joins results of further samples. This is a subset (hit frequency here may not be typical).

SMILES	BioA inh	Rv3671c inh	SSB-PriA inh	VHR inh abs	3CLpro inhibitor	Vc quorum ag	GDH-TPI inh	MazF activator	UGM FP inh	Mtb FBA inh
CCN(CCNC(=O)Cn1c(=O)sc2ccccc21)c1ccccc1	-0.9	5.8	-12.2	-7.8	.	i	9.9	1.9	-1.7	1.2
COc1ccc(NC(=O)c2c(C)oc3c2CCCC3)cc1	-0.8	-1.3	-10.0	12.8	-2.9	i	9.2	2.7	0.4	0.7
Cc1cccc(CSCCNC(=O)c2ccc(CN3CCOCC3)cc2)c1	.	-1.2	-9.0	-4.1	-0.2	-0.4	6.1	-4.1	1.1	4.2
Cc1ccccc1C(=O)O/N=C(\c1ccccc1)c1ccccn1	.	-11.1	.	4.7	0.3	-0.2	4.3	1.7	1.3	0.1
Cc1ccc(C(CNS(=O)(=O)c2ccc(Cl)cc2)N2CCN(C)CC2)cc1 (configuration not stated)	-1.3	0.0	7.9	.	.	-0.8	0.3	4.4	-3.6	-3.7
O=C(COC(=O)CSc1cccc2cccc(Cl)c12)Nc1ncc(C(F)(F)F)cc1Cl	.	-14.4	-1.1	-21.5	1.4	-2.7	8.3	1.2	.	1.8
CCN(CC)c1cc(C)c2ccccc2n1	.	0.2	-6.1	16.1	-2.5	-2.5	2.5	9.0	0.6	3.8
CC(=O)c1ccc(S(=O)(=O)N(C)CC(=O)Nc2cc(C)on2)cc1	.	.	-5.7	.	.	i	6.0	2.3	.	-1.3
CCCc1nnc(NC(=O)c2oc3ccccc3c2COCC)s1	-2.5	.	6.5	.	.	2.1	21.7	5.5	.	-1.2
Cn1ncc(Br)c1C(=O)Nc1cccc(C(F)(F)F)c1	0.1	-3.4	-13.7	-27.6	2.1	-0.6	-5.0	8.0	3.2	-3.3
Cc1nn(CCC(=O)N2CCN(S(=O)(=O)c3ccccc3)CC2)c(C)c1C	-1.4	8.1	-10.2	16.3	-0.5	-0.3	-5.3	0.7	0.5	-1.2
O=C(O)CN1C(=O)/C(=C\c2cc([N+](=O)[O-])ccc2OCc2ccccc2Cl)SC1=S	.	-18.8	-2.2	21.5	5.8	-0.4	0.7	8.5	-3.5	0.3
CCOc1ccc(Oc2ccc(NS(=O)(=O)c3cc(C(=O)O)ccc3Cl)cc2)cc1	2.6	-11.1	6.7	.	.	-0.3	3.8	-1.0	5.7	0.9
COc1ccccc1NS(=O)(=O)c1cc(N/C(=N\S(=O)(=O)c2ccccc2)c2ccc(F)cc2)ccc1Cl	0.6	-207.9	.	5.4	8.2	-0.2	12.6	0.9	1.2	-0.5
Cc1cc2c(C)cc(=O)oc2c2c1NCCC2	-1.4	0.5	-18.6	-7.0	2.4	-0.2	1.9	7.7	2.3	+
CC(=O)c1ccc(N2CCN(CC(=O)Nc3ccccc3N3CCOCC3)CC2)cc1	1.0	2.0	2.3	16.5	4.5	-2.9	15.8	4.8	.	5.2
CCO[C@H]1OC(C(=O)N2CCN(Cc3ccc4c(c3)OCO4)CC2)=C[C@@H](c2ccc3c(c2)OCO3)[C@@H]1CCCO	0.3&-1.1	1.8	8.0	12.0	-1.7	i	6.8	5.6	2.2	5.1
COCCCNc1nc(N)c([N+](=O)[O-])c(NCc2ccccc2)n1	-0.5	-9.8	-3.3	44.5	-4.4	-1.8	15.1	-1.2	0.2	-3.6
Cc1c(/C=C2\SC(=Nc3cccc(C(=O)O)c3)NC2=O)c2ccccc2n1C	.	1.3	10.2	20.5	9.5	-0.4	16.5	-6.2	2.1	-4.7
CC(=O)C[C@H](O)CC(=O)[C@H]1OC(=O)[C@@H](C)CCCCc2ccccc21	-1.0	10.1	-9.2	.	.	i	-8.2	1.8	-0.6	-2.3

Profiles from above.
`CCO[C@H]1OC(C(=O)N2CCN(Cc3ccc4c(c3)OCO4)CC2)=C[C@@H](c2ccc3c(c2)OCO3)[C@@H]1CCCO` is listed as BioA inh: 0.3&-1.1; Rv3671c inh: 1.8; SSB-PriA inh: 8.0; VHR inh abs: 12.0; 3CLpro inhibitor: -1.7; Vc quorum ag: i; GDH-TPI inh: 6.8; MazF activator: 5.6; UGM FP inh: 2.2; Mtb FBA inh: 5.1
`COc1ccccc1NS(=O)(=O)c1cc(N/C(=N\S(=O)(=O)c2ccccc2)c2ccc(F)cc2)ccc1Cl` is listed as BioA inh: 0.6; Rv3671c inh: -207.9; SSB-PriA inh: .; VHR inh abs: 5.4; 3CLpro inhibitor: 8.2; Vc quorum ag: -0.2; GDH-TPI inh: 12.6; MazF activator: 0.9; UGM FP inh: 1.2; Mtb FBA inh: -0.5

(more compounds)
SMILES	BioA inh	Rv3671c inh	SSB-PriA inh	VHR inh abs	3CLpro inhibitor	Vc quorum ag	GDH-TPI inh	MazF activator	UGM FP inh	Mtb FBA inh
COc1ccc(CCNC(=O)C(=O)NCC2CCCO2)cc1OC (configuration not stated)	-1.0	6.5	-2.9	0.9	-0.2	-0.1	6.5	4.9	2.1	1.0
Cc1ccc(Oc2nc3c(c(=O)n(C)c(=O)n3C)n2C)cc1C	.	3.5	-3.4	1.1	1.8	i	5.4	-13.3	-2.0	2.0
O=C(NC1C2CC3CC(C2)CC1C3)C1CC1 (configuration not stated)	0.2	-2.8	-18.6	-19.2	-3.5	-4.3	5.2	-4.2	1.5	0.7
C[C@H]1CN([C@@H](C)CO)C(=O)c2cc(Br)cnc2O[C@H]1CN(C)C(=O)C1CC1	1.2&-1.4&0.1	.	.	.	.	-0.7	7.2	8.8	.	0.6
COc1ccccc1NC(=O)C1=C(C)NC(=O)NC1c1cc(C)cs1 (configuration not stated)	1.5	-2.6	16.2	1.3	-3.2	-0.2	-8.6	2.2	1.0	-0.3
COc1cccc(CN(C)C(=O)c2cccc(NC(=O)CC3SC(N4CCCCC4)=NC3=O)c2)c1OC (configuration not stated)	-1.1	-15.4	5.0	.	.	i	-5.1	-2.7	-2.1	0.5
COCCn1c(Cc2ccccc2)nnc1SCC(=O)NC1CC1	0.1	-3.2	-3.8	18.5	-0.3	i	-5.9	2.8	-1.9	1.4
CCn1c(=O)oc2cc(NC(=O)CCl)ccc21	.	11.8	-3.2	24.2	-0.4	0.3	-2.8	12.1	-0.5	-4.1
O=C(CCN1CCCCC1=O)NC1CCCN(Cc2ccc(Cl)cc2)C1 (configuration not stated)	0.2	4.9	-9.6	1.2	-0.3	-0.6	-2.8	-4.1	0.4	0.7
Cc1ccc(C)c(NC(=O)CSc2nc(N)c(NC(=O)c3cccs3)c(=O)[nH]2)c1	-1.3	.	-0.8	-18.5	5.1	-0.3	-2.7	9.0	.	1.4
CCc1nc(CN(C)C(=O)C2CCC(=O)N(Cc3cccc(F)c3)C2)no1 (configuration not stated)	0.6	2.1	-21.2	-7.0	0.1	i	-0.3	5.9	-1.2	1.4
Cc1cc(OCc2nnc(SCC(=O)OC3CCCCC3)o2)ccc1Cl	.	-4.5	-0.2	31.6	2.1	-0.7	6.4	2.0	-0.8	1.4
Brc1cc(Br)c2ncnc(N3CCCCC3)c2c1	7.6	7.0	-49.9	21.4	-2.7	-5.3	13.6	3.6	0.8	-0.5
NS(=O)(=O)c1ccc(NC(=O)COc2ccc(Cl)cc2)cc1	-0.4	-15.3	-3.0	34.4	-3.3	-1.8	-4.0	10.8	-0.3	-6.4
O=C(NC1CCN(C(=S)NCCc2ccccc2)CC1)C1CCCCC1	.	2.0	7.4	-0.6	4.1	-0.7	-1.2	0.4	1.3	-0.2
COC(=O)[C@@]1(Cc2ccccc2)[C@H]2C(=O)N(Cc3ccccc3)C(=O)[C@H]2[C@H]2CN=C(SCC(=O)c3ccccc3)N21	-0.7	.	0.9	.	.	-0.9	-7.3	-5.8	.	-0.7
O=C(COC(=O)CC1CC2CCC1C2)NC(=O)NCc1ccco1 (configuration not stated)	0.1	-8.2	4.1	-12.3	5.9	-2.0	6.8	-1.0	-1.4	3.8
COc1ccccc1/C=C/C(=O)OCC(=O)N1CCCCC1	-0.4	-3.7	0.5	.	.	-8.3	19.5	1.5	0.0	8.4
O=C(O)c1ccccc1C(=O)c1ccc2c(c1)N(Cc1cccc(F)c1)C(=O)CO2	.	-0.1	-2.2	1.6	3.1	-0.6	10.8	1.5	0.5	-0.1
CCCn1c(-c2ccncc2)n[nH]c1=S	.	-1.8	4.5	15.1	0.2	-0.5	-3.7	2.1	0.6	0.3
O=c1cc(O)c2ccccc2n1Cc1ccccc1F	.	6.3	2.9	6.9	0.2	i	-0.9	5.9	-2.4	2.8
CCOc1ccc(NC(=O)C(C)O)c(NS(=O)(=O)c2ccc(CCNC(C)=O)cc2)c1 (configuration not stated)	-0.3	9.2	9.4	-18.6	0.4	i	-0.8	-0.4	3.3	1.4
COc1ccc(Cc2nnc(NC(=O)c3cccc([N+](=O)[O-])c3C)s2)cc1	-0.4	10.0	-7.3	3.6	5.3	i	6.2	4.2	0.4	3.4
Cc1ccc(Oc2nnc(-c3cccs3)c3ccccc23)cc1	.	0.8	-9.2	-9.9	0.4	-0.2	-2.9	-6.3	0.0	0.7
Cc1ccc(N2C(=O)C(Cl)=C(Nc3c(C)n(C)n(-c4ccccc4)c3=O)C2=O)cc1	-0.3	5.4	5.7	1.8	2.2	i	5.7	-5.4	0.0	0.9
COc1ccc(NS(=O)(=O)c2cccc(C(=O)NNC(=O)c3cccn3C)c2)cc1	-0.5	-0.5	5.0	5.0	-1.8	i	-2.5	-4.6	0.0	2.0
O=c1cc(CN2CCN(c3ccccc3)CC2)c2c(ccc3ccccc32)o1	-2.0	-3.5	15.1	15.3	-2.5	0.8	3.1	2.3	1.2	1.1
Brc1ccc([C@H]2CN3CCSC3=N2)cc1	0.1	-5.8	-14.9	.	.	i	-2.4	-2.0	1.7	0.1
O=c1c2ccccc2nc(-c2ccco2)n1-c1cccnc1	1.4	5.5	-11.8	12.1	-3.1	0.6	19.5	-7.0	-1.5	-3.8
COc1ccccc1-c1nc(C(F)(F)F)c(OC)o1	-0.9	2.2	-13.0	13.5	1.9	-0.9	5.9	8.2	-0.4	2.0
C=CCOc1ccc2c(OC)c3ccoc3nc2c1OC	0.8	-5.8	-13.2	7.5	-3.3	i	0.6	-4.1	-0.8	86.7*
O=C(Nc1nccs1)c1ccc(NC(=O)c2ccco2)cc1	0.0	-26.6	-8.7	10.5	1.0	-1.4	24.3	10.5	-1.8	-1.7
Cc1cccc(NC(=O)c2ccc(F)c(S(=O)(=O)NCc3ccco3)c2)c1	2.5	-19.2	10.6	30.9	-7.0	-1.2	3.5	5.6	-0.7	6.6
CC(=O)NC1C(=O)N=C(SCc2ccccc2)NC1=O (configuration not stated)	.	-11.4	-13.3	35.5	4.3	-1.4	-3.7	6.6	0.5	-6.9
CCC1CSC(=Nc2ccc(C)cc2)N1C(=O)CN1C(=O)NC2(CCCC2)C1=O (configuration not stated)	0.2	-5.0	9.9	8.5	1.9	-0.7	-7.7	-3.3	-0.3	0.4

Retrieved by structure from the list above, 2 records:
SMILES	BioA inh	Rv3671c inh	SSB-PriA inh	VHR inh abs	3CLpro inhibitor	Vc quorum ag	GDH-TPI inh	MazF activator	UGM FP inh	Mtb FBA inh
CC(=O)c1ccc(N2CCN(CC(=O)Nc3ccccc3N3CCOCC3)CC2)cc1	1.0	2.0	2.3	16.5	4.5	-2.9	15.8	4.8	.	5.2
Cc1cccc(CSCCNC(=O)c2ccc(CN3CCOCC3)cc2)c1	.	-1.2	-9.0	-4.1	-0.2	-0.4	6.1	-4.1	1.1	4.2

Compound activity (PubChem BioAssay)
